# From PubChem BioAssay
# zVAD death inh: blocks zVAD induced death of L929 cells; hit rate 0.38% among 220,000; viability rescue, % at 10 µM; L929 zVAD necroptosis rescue, ATP luminescence, 24 h; with zVAD 60 µM; AID 1377;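 active means activation, scaled between plate controls, above about 75%, limit read from the data; inactive means activation under that limit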;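 further: 0% = zVAD with DMSO and 100% = DMSO alone without zVAD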
# MDM2 E3 inh: Mdm2 E3 ligase (human) inhibition | Q00987 | cell-based MDM2 ubiquitination luciferase reporter, 2 h; 0 = plate control, 100 = twice control, blank-subtracted | signal enhancement, % at 5 µM | hit rate 0.11% among 210,000;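 active means signal enhancement of 30% or more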;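 further: luminescence tracks abundance of the self-degrading MDM2-luciferase fusion protein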
#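 Assay system: mammalian cells stably expressing self-ubiquitinating, self-degrading MDM2 E3–luciferase fusion. Quantity: 2000 cells in each well. Medium: DMEM culture medium. Compound dosing: single-point 5 µM. Timing: cell settling 4 h, compound treatment 2 h, both 37 °C. Technique: luciferase luminescence. Read-out basis: percent signal gain over controls, blank-subtracted. Benchmarks: plate controls and plate blanks.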
# TNF death inh: inhibitors of TNF-alpha induced necroptosis in Jurkat FADD-/- cells; AID 463075; hit rate 0.068% among 220,000; Jurkat FADD-/- TNF necroptosis rescue, ATP luminescence, 24 h; 0 = TNF only, 100 = no-TNF cells; activation (protection from cell death), % at 10 µM;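 active means activation, meaning protection from cell death, of at least 50% relative to plate controls; inactive means activation below 50%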;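 further: necroptosis triggered by 40 ng/mL TNF-alpha added together with compound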
# EBV gp42 inh: inhibitors of Epstein-Barr virus glycoprotein 42. Q1HVG2. Fluorescence polarization binding assay, mP read-out. inhibition, % (tested at 21.74 µM). hit rate 0.42% among 220,000. AID 1085; in the data active means inhibition above about 50%
# PERK inh: blocks human PERK kinase; CHO PERK-DD fusion, SEAP luminescence translation reporter; inhibition, % at 5.6 µM; AID 1416; hit rate 0.17% among 220,000; Q9NZJ5;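 active means inhibition above the mean inhibition of all tested compounds plus 3 SD, set separately per screening campaign, cut at about 2.9% in these data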;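 further: PERK kinase domain activated by AP20187 dimerizer at 100 nM; 0% = DMSO with dimerizer and 100% = rapamycin at 8.4 µM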
# Rad51 HR inh: Rad51 (human) homologous recombination inhibition | Q06609 | hRad51 DNA strand exchange, fluorescence dequenching | inhibition, % at 10 µM | hit rate 0.085% among 200,000;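 active means inhibition above 40% at the single screening dose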;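 further: 0% = DMSO control wells and 100% = blanks with heterologous ssDNA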
#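 Material: Human Rad51 nucleoprotein filaments preassembled on unlabelled ssDNA | Also added: Labelled 47-mer dsDNA for strand exchange | Dosing: Single dose, 10 µM final compound | Schedule: 30-min compound preincubation and 15-min exchange, both room temperature | Technique: Fluorescence dequenching at 485/520 nm | Measure: Percent inhibition relative to plate controls and blanks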
# eIF4E 4G PPI: eIF4E/eIF4G interaction inhibition in translation initiation; TR-FRET eIF4E-eIF4GI(517-606) binding, 2 h; inhibition, % at 21.7 µM; hit rate 0.37% among 220,000; AID 782;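 active means inhibition above about 30%, limit read from the data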;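 further: 0% = full FRET control wells and 100% = background wells lacking eIF4GI fragment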
# Calpain2 inh: inhibitors of pig calpain II | purified calpain II, fluorogenic peptide substrate, 30 min | inhibition, % at 16 µM | hit rate 0.37% among 220,000 | AID 1236;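 active means inhibition above about 50%, limit read from the data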
# KCC2 mod: KCC2 (human) Cl- transport modulation; Q9H2X9; KCC2 cells, thallium flux FluoZin-2 fluorescence; B-score of Tl+ flux slope (higher = more flux/activation; lower = inhibition) at 10 µM; hit rate 2.2% among 190,000; AID 1456;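 active means thallium flux slope and its plate-corrected score both differing from the plate sample mean at a set confidence after two filtering rounds, in either direction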;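 further: slope of fluorescence scaled to starting intensity during 10 to 20 s after thallium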
# Target sequence (Q9H2X9 whole entry, looked up): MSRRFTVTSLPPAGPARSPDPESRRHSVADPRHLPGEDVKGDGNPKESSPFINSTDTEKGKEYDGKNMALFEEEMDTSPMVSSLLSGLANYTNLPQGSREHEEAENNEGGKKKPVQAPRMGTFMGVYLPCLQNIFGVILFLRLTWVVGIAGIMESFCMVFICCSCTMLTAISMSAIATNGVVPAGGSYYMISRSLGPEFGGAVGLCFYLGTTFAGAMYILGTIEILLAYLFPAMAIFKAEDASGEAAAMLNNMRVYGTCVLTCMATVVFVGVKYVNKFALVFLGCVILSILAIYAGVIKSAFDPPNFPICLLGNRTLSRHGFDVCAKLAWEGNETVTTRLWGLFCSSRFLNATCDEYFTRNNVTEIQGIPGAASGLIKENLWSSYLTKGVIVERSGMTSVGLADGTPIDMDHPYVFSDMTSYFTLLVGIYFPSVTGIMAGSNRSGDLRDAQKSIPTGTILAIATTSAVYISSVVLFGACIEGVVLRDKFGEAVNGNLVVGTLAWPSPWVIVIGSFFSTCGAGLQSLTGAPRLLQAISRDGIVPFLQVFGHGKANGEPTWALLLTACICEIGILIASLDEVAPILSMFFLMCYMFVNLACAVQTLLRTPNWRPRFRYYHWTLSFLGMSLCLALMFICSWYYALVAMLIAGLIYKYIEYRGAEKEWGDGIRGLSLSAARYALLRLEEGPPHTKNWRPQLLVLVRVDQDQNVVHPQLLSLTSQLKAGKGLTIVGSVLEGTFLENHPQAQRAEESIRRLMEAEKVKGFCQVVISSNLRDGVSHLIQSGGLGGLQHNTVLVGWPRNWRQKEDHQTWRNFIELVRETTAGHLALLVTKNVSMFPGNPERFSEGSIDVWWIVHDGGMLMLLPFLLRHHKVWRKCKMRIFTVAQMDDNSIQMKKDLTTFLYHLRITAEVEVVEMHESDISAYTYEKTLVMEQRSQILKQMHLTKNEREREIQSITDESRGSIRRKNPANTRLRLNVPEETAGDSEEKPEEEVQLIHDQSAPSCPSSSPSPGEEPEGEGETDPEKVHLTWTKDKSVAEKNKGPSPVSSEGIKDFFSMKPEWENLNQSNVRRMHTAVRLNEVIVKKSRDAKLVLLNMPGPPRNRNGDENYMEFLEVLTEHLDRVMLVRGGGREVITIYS
# The depositor's hits bear a star; i = inactive; . = no result given; [ ] = another dose, or the depositor's remark.
# Results follow in this order: zVAD death inh	MDM2 E3 inh	TNF death inh	EBV gp42 inh	PERK inh	Rad51 HR inh	eIF4E 4G PPI	Calpain2 inh	KCC2 mod
CC(C)c1ccc(NC(=O)CCCN2C(=S)NC(C)(C)CC2C)cc1 (centres undefined)
→ 13	-4	0.1	2	-0.4	-3	-2	13	-0.62
CC1(C)Oc2ccc3ccc(=O)oc3c2-c2cnoc21
→ 2.0	-17	0.8	-41	1.1	0	6	-131	-0.81
Cc1cc(C)nc(SCc2nc3ncccn3c2Br)n1
→ -0.2	-10	-1.1	-21	0.0	9	-2	i	-1.5
Cc1ccc(-c2cc(C(=O)NN=C3CCCC3)c3ccccc3n2)cc1
→ 0.4	-12	-3.8	-6	1.3	-3	3	-26	.
Cn1nnnc1SCCNCC#Cc1ccccc1
→ 0.7	-15	-1.4	-8	-0.2	4	-2	-23	1.8
Cc1occc1-c1nnc(SCC(=O)Nc2ccc(F)cc2)n1Cc1ccccc1
→ -0.5	-8	-1.2	-18	-0.9	4	0	24	.
CC(C)n1nnc2c(=O)oc3ccccc3c21
→ -0.6	-6	-0.1	1	-0.5	14	9	14	-1.7
CSCC[C@H](NC(=O)OC(C)(C)C)C(=O)N/N=C/c1cccc2cccnc12
→ 1.7	-6	-0.9	-3	-0.2	13	2	19	0.062
COc1ccccc1N1CCN(c2ccc([N+](=O)[O-])cc2Cl)CC1
→ 1.2	-19	-3.3	-11	-0.4	1	-1	15	0.74
Cc1cc(S(=O)(=O)Nc2nc(CN3CCOCC3)nc3sc4c(c23)CCCC4)ccc1F
→ -0.1	-10	0.2	47	-0.2	.	4	-181	2.1
COc1cc(OC)cc(-c2nc(-c3ccccc3)no2)c1
→ -1.7	-8	-0.1	-4	-1.2	-2	1	-16	1.1
NC(=O)CC[C@@H]1NC(=O)[C@H](Cc2ccc(O)cc2)NC(=O)c2cc([N+](=O)[O-])cc(F)c2OCC[C@@H](C(N)=O)NC1=O
→ 2.1	.	2.2	-4	0.8	2	3	-28	-2
COc1ccc(CCNC(=O)COC(=O)Cn2cnc3ccccc3c2=O)cc1
→ -0.6	.	0.4	-2	0.9	-48	-11	0	-0.14
CCOC(=O)CCc1c(C)nc2cc(-c3ccc(F)cc3)[nH]n2c1=O
→ -0.3	-22	-1.1	.	-0.3	-2	.	.	0.016
CCCn1nnnc1SCC(=O)N(C(C)C)C(C)C
→ -0.1	-19	1.3	-25	0.1	3	-6	-3	-0.0027
O=C(c1ccc2c(c1)OCO2)N1CCN(c2ccc(Cl)cc2)CC1
→ 1.7	-6	-0.3	-18	-0.8	0	3	9	.
Cc1cc(NC(=O)COC(=O)CCNS(=O)(=O)c2c(Cl)cccc2Cl)no1
→ 1.0	-16	0.4	-17	1.0	2	4	24	.
Cc1cc(C)n2nc(CC(=O)NCc3ccccc3Cl)nc2n1
→ 0.8	-21	0.9	-15	0.5	-4	1	0	0.65
Cc1ccc(Cc2nc(-c3cccnc3)no2)cc1
→ 0.1	-16	4.4	-4	1.1	.	-6[fluorescence artefact?]	2	-1.4
CCCC(c1nnnn1C(C)(C)C)N1CCN(Cc2ccccc2OC)CC1 (centres undefined)
→ -0.4	-14	1.6	-7	-0.1	.	-2	-10	-0.51
O=C(NC(=S)Nc1ccc2oc(=O)ccc2c1)c1ccco1
→ 0.8	16	-1.0	-9	0.2	8	-8	-19	22*
Cn1ncc(SCc2ccccc2)c(Cl)c1=O
→ -1.2	-27	-16	-8	1.0	15	1	10	-0.29
CN(C)S(=O)(=O)c1cc(C(=O)OCCn2cnc3c2c(=O)n(C)c(=O)n3C)ccc1Cl
→ -1.1	-14	0.8	0	0.8	22	-2	-21	0.0099
CCCC1=C(C(=O)OCC)C(c2c(C)nn(-c3ccccc3)c2Cl)C(C#N)=C(N)O1 (centres undefined)
→ 0.2	5	-1.9	-20	-1.8	-4	3	23	.
CCOC(=O)C1CCCN(CC(=O)Nc2cc(C)cc(C)c2)C1 (centres undefined)
→ 1.7	-2	0.6	-31	0.1	2	-2	-8	0.16
COc1ccc(N2CCN(C(=O)CSc3nnc(COc4cccc5cccnc45)o3)CC2)cc1
→ -0.6	-8	-2.9	-2	-1.4	-4	-2	7	.
COc1ccc(/C=N/NC(=O)c2cccnc2)cc1COc1ccc(NC(C)=O)cc1
→ -0.5	-14	-15	3	-0.2	12	-4	5	-0.53
Cc1nc(/N=C(\N)Nc2ccccc2)nc2ccccc12
→ 0.0	-23	2.3	.	-1.0	20	.	.	0.56
CC1CCCN(CCC(=O)Nc2ccccc2)C1 (centres undefined)
→ 1.5	-6	1.4	-21	0.4	1	6	1	0.82
CCOc1ccc(S(=O)(=O)NCc2cccnc2)cc1C
→ 1.2	-4	-1.1	-1	0.2	2	-4	18	-0.75

# Some of these compounds in order of the KCC2 mod value, lowest first.
Compound | MDM2 E3 inh | EBV gp42 inh | PERK inh | Rad51 HR inh | eIF4E 4G PPI | Calpain2 inh | KCC2 mod
COc1ccc(/C=N/NC(=O)c2cccnc2)cc1COc1ccc(NC(C)=O)cc1 | -14 | 3 | -0.2 | 12 | -4 | 5 | -0.53
Cc1nc(/N=C(\N)Nc2ccccc2)nc2ccccc12 | -23 | . | -1.0 | 20 | . | . | 0.56
O=C(NC(=S)Nc1ccc2oc(=O)ccc2c1)c1ccco1 | 16 | -9 | 0.2 | 8 | -8 | -19 | 22*

# The list goes on.
# Results follow in this order: zVAD death inh	MDM2 E3 inh	TNF death inh	EBV gp42 inh	PERK inh	Rad51 HR inh	eIF4E 4G PPI	Calpain2 inh	KCC2 mod
COC(=O)C1=CN(C(C)C)C=C(C(=O)OC)C1c1cccc(OC)c1
→ -0.5	-57	-1.2	-10	-0.2	.	0	i	0.3
N#Cc1c(NC(=O)C2CC(Cl)=CCC2C(=O)O)sc2c1CCCCC2 (centres undefined)
→ 0.9	-2	-0.1	-8	1.1	-2	-1	-27	.
COCCCn1c(=NC(=O)c2ccncc2)c(C#N)cc2c(=O)n3cccc(C)c3nc21
→ -0.8	-2	-5.4	36	-0.8	2	6	i	-0.013
CSC1=NCCN1C(=O)C12CC3CC(CC(C3)C1)C2
→ -2.3	-9	-16	-17	0.1	-3	1	-2	0.06
Cc1ccc(NC(=O)Cc2ccc(Cl)c(Cl)c2)cc1S(=O)(=O)N(C)C
→ 3.1	-2	0.2	-14	0.0	.	4	14	-0.55
S=C(NCCN1CCOCC1)NC1CCCCC1
→ -0.1	-12	0.3	-8	-0.1	9	-2	-2	0.35
N#C/C(=C/c1ccc(N2CCOCC2)o1)C(=O)NC1CCCCC1
→ 8.3	-5	1.7	-282	-0.1	-138	5	20	i
O=C(O)CCCn1c(O)c(C=C2N=c3ccccc3=N2)sc1=S
→ -0.8	.	7.3	-23	0.6	-9	-5	9	-1.9
Cc1nn(C)cc1/C=C1\SC(=S)NC1=O
→ 0.4	-9	1.0	-17	-0.6	-3	2[fluorescence artefact?]	-1	0.21
CCn1nc(C)c(CNC(=O)CC2C(=O)NCCN2Cc2ccc(C)o2)c1C (centres undefined)
→ 0.7	-14	1.1	-7	0.2	-7	3	-15	0.52

# Filtered by structure, those above with a cyano group (4)
# Results follow in this order: zVAD death inh	MDM2 E3 inh	TNF death inh	EBV gp42 inh	PERK inh	Rad51 HR inh	eIF4E 4G PPI	Calpain2 inh	KCC2 mod
CCCC1=C(C(=O)OCC)C(c2c(C)nn(-c3ccccc3)c2Cl)C(C#N)=C(N)O1 (centres undefined)
→ 0.2	5	-1.9	-20	-1.8	-4	3	23	.
N#Cc1c(NC(=O)C2CC(Cl)=CCC2C(=O)O)sc2c1CCCCC2 (centres undefined)
→ 0.9	-2	-0.1	-8	1.1	-2	-1	-27	.
COCCCn1c(=NC(=O)c2ccncc2)c(C#N)cc2c(=O)n3cccc(C)c3nc21
→ -0.8	-2	-5.4	36	-0.8	2	6	i	-0.013
N#C/C(=C/c1ccc(N2CCOCC2)o1)C(=O)NC1CCCCC1
→ 8.3	-5	1.7	-282	-0.1	-138	5	20	i

# Continuation:
# Results follow in this order: zVAD death inh	MDM2 E3 inh	TNF death inh	EBV gp42 inh	PERK inh	Rad51 HR inh	eIF4E 4G PPI	Calpain2 inh	KCC2 mod
COc1ccc(OCCC(=O)OCC(=O)NCCc2ccccc2)cc1
→ 1.3	2	0.0	3	0.0	2	6	-17	-0.21
CC1=C(C)CC(C(=O)NNC(=O)c2csc(C)c2C)C(C(=O)O)C1 (centres undefined)
→ 0.4	-21	-0.1	-11	-0.1	14	-20	16	0.14
COc1cc(COCC(O)CN2CCN(CCN3C(=O)c4cccc5cccc(c45)C3=O)CC2)cc(OC)c1OC (centres undefined)
→ .	-4	-6.2	6	-0.9	.	-1	-4	-0.72
O=C(NNC(=O)c1cc(-c2ccco2)nc2ccccc12)c1ccccc1
→ 1.6	-6	1.7	-8	0.6	-8	4	-331	0.36
